# Screens (PubChem)
# NCF1 inh: p47phox/p22phox peptide binding inhibitors, primary screen, biochemical, uHTS, NADPH oxidase regulatory subunit | inhibition, % at 24.7 µM | 220,000 tested, 0.53% active | AID 1274, 2008 | fluorescence polarization, 2 h | Neutrophil cytosol factor 1 (Homo sapiens), P14598;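 active = inhibition above about 30%, limit read from the data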;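 note: 0% = p47phox with labelled peptide and 100% = labelled peptide alone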
# Runt-SMMHC FRET: inhibitors of RUNX1 Runt–CBFb-SMMHC binding, primary screen, biochemical, FRET, Cerulean-Runt, Venus-CBFb-SMMHC, uHTS. Runt-related transcription factor 1 (Homo sapiens) + Core-binding factor subunit beta …. Cerulean-Runt/Venus-CBFb-SMMHC FRET ratio 530/480, 1 h. inhibition, % at 20 µM. 220,000 tested, 0.74% active;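 active = mean inhibition across duplicate retests at 20 µM reaching about 50%, limit read from the data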;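 note: 0% = DMSO wells and 100% = wells with excess untagged CBFb-SMMHC; inhibitors lower the FRET ratio by blocking Runt binding to CBFb-SMMHC; some results filed as inactive read as strong as hits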
# Runt-CBFb FRET: inhibitors of RUNX1 Runt–CBFb binding, primary screen, biochemical, FRET, Cerulean-Runt, Venus-CBFb, uHTS; Runt-related transcription factor 1 (Homo sapiens) + Core-binding factor subunit beta …; Cerulean-Runt/Venus-CBFb FRET ratio 530/480, 1 h; inhibition, % at 20 µM; 220,000 tested, 0.46% active;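 active = inhibition over about 50% at 20 µM in the single-dose screen, limit read from the data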;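 note: 0% = DMSO wells and 100% = excess unlabeled CBFb competitor control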
#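 Measured by: fluorescence energy transfer, 422 nm excitation, 530/480 nm emission; Assay system: Cerulean-Runt domain; Medium: Tris pH 7.5 buffer with BSA; Measure: loss of energy transfer signal; Controls: 5 µM unlabeled CBFb as full-inhibition high control; Incubation: protein complex preformed 1 h, compound exposure 1 h, room temperature, dark.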
# EBV gp42 inh: Epstein-Barr virus gp42 inhibitors, primary screen, biochemical, uHTS, fluorescence polarization; Fluorescence polarization binding assay, mP read-out; inhibition, % (tested at 21.74 µM); Glycoprotein 42 (Epstein-Barr virus (strain AG876)), Q1HVG2; 220,000 tested, 0.42% active; in the data active = inhibition above about 50%
# Target sequence (Q1HVG2 whole entry, looked up): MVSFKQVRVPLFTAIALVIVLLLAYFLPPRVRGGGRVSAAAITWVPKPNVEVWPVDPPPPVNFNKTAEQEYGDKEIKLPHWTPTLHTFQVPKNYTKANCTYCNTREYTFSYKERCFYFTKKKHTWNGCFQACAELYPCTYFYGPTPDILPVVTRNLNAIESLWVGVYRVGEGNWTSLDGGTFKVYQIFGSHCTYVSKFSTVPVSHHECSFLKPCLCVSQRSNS
# Hck Nef HTS: inhibitors of Nef-activated human Hck kinase, primary screen, biochemical, Z-Lyte FRET, 384-well, Hck-YEEI | Tyrosine-protein kinase HCK (Homo sapiens), P08631 | Recombinant Hck-YEEI plus Nef, Z-Lyte FRET kinase assay | inhibition, % at 20 µM | 220,000 tested, 0.68% active | AID 463187, 2010;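 active = Hck-Nef kinase inhibition above about 50%, limit read from the data; inactive = inhibition below that limit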;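 note: 0% = DMSO with Hck plus Nef and 100% = Hck alone without Nef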
# Target sequence (P08631 whole entry, looked up): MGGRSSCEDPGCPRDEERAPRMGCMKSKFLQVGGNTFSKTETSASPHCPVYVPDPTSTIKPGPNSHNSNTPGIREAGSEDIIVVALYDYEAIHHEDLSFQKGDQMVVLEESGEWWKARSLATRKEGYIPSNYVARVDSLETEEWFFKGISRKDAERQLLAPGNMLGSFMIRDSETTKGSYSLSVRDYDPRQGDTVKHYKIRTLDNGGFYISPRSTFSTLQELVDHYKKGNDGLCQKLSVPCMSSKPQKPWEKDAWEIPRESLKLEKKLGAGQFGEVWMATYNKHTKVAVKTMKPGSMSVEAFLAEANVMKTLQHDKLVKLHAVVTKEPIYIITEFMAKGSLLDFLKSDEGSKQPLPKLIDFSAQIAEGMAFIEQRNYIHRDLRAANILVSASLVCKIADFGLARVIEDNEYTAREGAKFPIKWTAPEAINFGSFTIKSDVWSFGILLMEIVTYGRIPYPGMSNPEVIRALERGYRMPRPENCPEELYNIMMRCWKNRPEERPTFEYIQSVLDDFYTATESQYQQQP
# 14-3-3 Bad inh: inhibitors of 14-3-3 zeta/Bad binding, primary screen, biochemical, TR-FRET, bovine 14-3-3 zeta. 14-3-3 protein zeta/delta (Bos taurus), P63103. TR-FRET 14-3-3zeta/Dy647-pBad peptide displacement, 1 h. inhibition, % at 21.7 µM. 220,000 tested, 0.71% active;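 active = inhibition above about 70%, limit read from the data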;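 note: 0% = full 14-3-3 plus peptide FRET controls and 100% = background without 14-3-3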
# Target sequence (P63103 whole entry, looked up): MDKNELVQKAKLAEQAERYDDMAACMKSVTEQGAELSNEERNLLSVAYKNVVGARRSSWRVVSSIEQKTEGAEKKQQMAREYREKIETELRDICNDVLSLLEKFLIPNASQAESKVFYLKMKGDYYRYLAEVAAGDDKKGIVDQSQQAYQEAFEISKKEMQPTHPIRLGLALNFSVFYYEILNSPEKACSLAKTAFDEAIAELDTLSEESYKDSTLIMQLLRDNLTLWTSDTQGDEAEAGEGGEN
# MDM2 E3 inh: MDM2-luciferase reporter signal enhancers, primary screen, MDM2 E3 ligase inhibitor project, cell-based, luminescence, 1536-well; signal enhancement, % at 5 µM; 210,000 tested, 0.11% active; cell-based MDM2 ubiquitination luciferase reporter, 2 h; 0 = plate control, 100 = twice control, blank-subtracted;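 active = signal enhancement of 30% or more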;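 note: luminescence tracks abundance of the self-degrading MDM2-luciferase fusion protein; higher signal means inhibition of MDM2 E3 ligase activity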
#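 Assay system: stable mammalian line carrying autodegrading MDM2–luciferase fusion reporter; amount: 2000 cells seeded into each well; buffer or medium: DMEM; benchmarks: plate control and blank wells; signal: luciferase luminescence; timing: 2 h compound exposure at 37 °C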
# Tb hexokinase: Trypanosoma brucei hexokinase 1 inhibitors, primary screen, biochemical, G6PDH-coupled NADH absorbance, MLSCN library. inhibition, % at 10 µM. 220,000 tested, 0.11% active. hexokinase 1 [Trypanosoma brucei]. AID 1430, 2008. recombinant TbHK1, G6PDH-coupled NADH A340;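 active = inhibition of 50% or more in the single-dose primary screen; inactive = inhibition below 50%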
# L929 necroptosis: inhibitors of zVAD-triggered necroptosis, primary screen, L929 cells. viability rescue, % at 10 µM. L929 zVAD necroptosis rescue, ATP luminescence, 24 h; with zVAD 60 µM. 220,000 tested, 0.38% active;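 active = activation, scaled between plate controls, above about 75%, limit read from the data; inactive = activation under that limit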;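 note: 0% = zVAD with DMSO and 100% = DMSO alone without zVAD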
# * = called active by the depositor; nt = not tested or not shown; [ ] = remark or other dose.
SMILES,NCF1 inh,Runt-SMMHC FRET,Runt-CBFb FRET,EBV gp42 inh,Hck Nef HTS,14-3-3 Bad inh,MDM2 E3 inh,Tb hexokinase,L929 necroptosis
Cc1cc(NC(=O)CN2CCOCC2)n(-c2ccccc2)n1,0,-3,1,-12,7,1,-7,-6,0.6
O=C(c1ccco1)N1CCN(Cc2nc(-c3cccs3)no2)CC1,0,-5,2,-7,-1,-3,-7,-4,0.1
CCCC(=O)NC(Nc1ccc(S(=O)(=O)Nc2cc(C)on2)cc1)(C(=O)OCC)C(F)(F)F (configuration not stated),1,1,-3,10,0,4[fluorescence artefact?],-1,3,0.0
O=C(NCc1cn(-c2ccccc2)nc1-c1ccccc1)c1ccc([N+](=O)[O-])cc1,-18,-2,2,12,2,1,-6,-5,3.5
COc1cc(C=O)ccc1OCCOc1ccccc1[N+](=O)[O-],-7,2,1,-1,3,2,-5,-3,1.7
Cc1cc(C(=O)NCC2CCCO2)n(-c2ccccc2)n1 (configuration not stated),-21,-1,1,-5,1,4,-20,0,0.9
Cc1ccc(N2CCN(C(=O)N3CCOCC3)CC2)cc1C,1,nt,nt,3,21,-1,-22,7,1.0
Cc1nc2sc(C(c3ccc(Cl)cc3)N3CCN(CCO)CC3)c(O)n2n1 (configuration not stated),-9,-3,1,-16,31,-3,-9,-9,-0.6
Cc1ccc(N2C(=O)Nc3cc(Cl)c(Cl)cc3N2O)cc1Cl,-1,0,1,-3,14,-4,-10,4,1.2
Cc1ccc(Nc2ccc(NCc3ccccc3)nn2)cc1C,-11,3,-1,-17,6,18,11,7,1.0
CC1CCc2c(C(=O)N3CCN(S(=O)(=O)c4cccs4)CC3)csc2C1 (configuration not stated),-2,-3,0,1,9,-1[fluorescence artefact?],-6,8,1.5
S=c1[nH]nc(-c2cc(-c3ccco3)[nH]n2)n1-c1ccccc1Cl,-16,21,32,-3,1,0,-22,4,0.5
CC(OC(=O)CN(C)S(=O)(=O)c1ccc(Cl)cc1)C(=O)Nc1ccc(N2CCOCC2)cc1 (configuration not stated),-16,1,-1,-16,-4,-6,-9,2,1.2
CCOC(=O)Cn1c(=O)n(CC(=O)OCC)c2ccccc21,-2,-4,0,0,-1,9,-4,-1,-0.1
Cc1ccc(S(=O)(=O)N2CCC(=O)N(CCOC(=O)Nc3ccccc3C)CC2)cc1,-6,-1,2,-10,-1,-9,nt,0,0.3
O=c1c2ccccc2nc2n1C(CSCc1ccc(Cl)cc1)CS2 (configuration not stated),-5,-2,-1,-15,6,-4,-6,0,-0.3
O=C(Nc1cccc(Br)c1)c1ccccc1-c1ccccc1,-11,1,0,-22,-2,2[fluorescence artefact?],-9,5,0.1
CC(C)(C)c1ccc(C(=O)CSc2n[nH]c(=O)[nH]c2=O)cc1,-10,-4,1,1,13,-16,-23,-10,-0.7
O=C(NC1CCCCC1)N1CCCCCCC1,-7,0,1,-4,-2,10,1,-3,-0.3
Cc1cc(C)n(CC(O)COc2c(C)cccc2C)n1 (configuration not stated),-7,1,2,6,-23,4,-9,6,-0.7
COc1ccccc1NC(=O)CSc1ccc2nnc(-c3cccnc3)n2n1,-7,3,nt,-20,0,1,-2,-10,-0.9
CC1(C)Cc2ccccc2C(C(Cc2ccccc2)C(N)=O)=N1 (configuration not stated),-14,-2,-2,-4,13,-2,-5,-3,0.7
CCOc1cc(C(=O)OCC(=O)c2cc(C)n(CC3CCCO3)c2C)ccc1OCC(=O)N1CCOCC1 (configuration not stated),-5,2,-1,-7,30,-10,-22,-5,-0.1
CCC(CC)C(=O)Nc1ccccc1NC(C)=O,-1,-1,1,-5,0,0,-15,2,-0.3
c1csc(CNc2nc(-c3cccs3)nc3ccccc23)c1,-17,-3,2,20,-2,-3,4,-9,3.2
CC1(C)CC[C@]2(C(=O)O)CC[C@]3(C)C(=CC[C@@H]4[C@@]5(C)CC[C@H](O)C(C)(C)[C@@H]5CC[C@]43C)[C@@H]2C1,7,0,-2,-22,26,-1,6,-18,0.7
CCN(CC)S(=O)(=O)c1cccc2c(N(C)C)cccc12,-3,-15,-1,-12,0,-12,-8,0,-0.3
CC(CCc1ccccc1)NC(=O)COC(=O)c1ccccc1O (configuration not stated),-10,-2,-2,-2,28,-21,-1,-2,1.9
O=C(N[C@@H](Cc1ccc(O)cc1)C(=O)O)C(c1ccccc1)c1ccccc1,1,0,2,-13,12,4,nt,-3,-0.1
COc1ccc(CCN(C)C(=O)CSc2ncnc3sccc23)cc1OC,-22,-2,-3,-15,19,-7,-11,6,0.3
O=c1cc(-c2ccccc2F)nc(-c2ccccc2F)o1,-13,2,1,-6,0,7,nt,-8,-0.1
O=C(Nc1nccs1)c1csc2c1CCCC2,-3,0,-1,-6,16,-1[fluorescence artefact?],-6,-3,52
COc1cccc(/C=N/NC(=O)c2c(-c3ccccc3)noc2C)c1,-9,-3,nt,-17,5,1,8,1,0.7
O=C(NCc1ccc2c(c1)OCO2)C(=O)NCC1CCCO1 (configuration not stated),-8,3,0,-7,1,-7,-1,-3,-0.6
Cc1cc(=S)cc(C)n1CCCO,0,0,2,4,3,4,-19,-31,0.7
Cc1cc(C(=O)CN2C(=O)NC3(CCCc4ccccc43)C2=O)c(C)n1Cc1cccs1 (configuration not stated),-8,1,-3,1,2,-4,-9,2,0.1

# 3 compounds already listed, arranged by the number in Hck Nef HTS, rising.
Molecule | NCF1 inh | Runt-SMMHC FRET | Runt-CBFb FRET | EBV gp42 inh | Hck Nef HTS | 14-3-3 Bad inh | Tb hexokinase
O=C(NCc1ccc2c(c1)OCO2)C(=O)NCC1CCCO1 (configuration not stated) | -8 | 3 | 0 | -7 | 1 | -7 | -3
Cc1cc(=S)cc(C)n1CCCO | 0 | 0 | 2 | 4 | 3 | 4 | -31
CC(CCc1ccccc1)NC(=O)COC(=O)c1ccccc1O (configuration not stated) | -10 | -2 | -2 | -2 | 28 | -21 | -2

# (further entries)
SMILES,NCF1 inh,Runt-SMMHC FRET,Runt-CBFb FRET,EBV gp42 inh,Hck Nef HTS,14-3-3 Bad inh,MDM2 E3 inh,Tb hexokinase,L929 necroptosis
O=S(=O)(Cc1nc2ccccc2s1)c1ccccc1,-11,1,-1,-9,5,-5[fluorescence artefact?],-7,5,0.4
Cc1cccc(-n2c(SCC(=O)Nc3cccc(S(=O)(=O)NC4=NCCCCC4)c3)nc3ccccc3c2=O)c1C,-10,0,-3,1,0,1,-12,-2,-0.1
COc1ccc(CC(=O)NCCc2ccc(Cl)cc2Cl)cc1,-1,-4,5,5,-8,1,3,5,0.0
COc1ccc(CN2CCCC(CNC(=O)c3ccc(F)cc3)C2)cc1OC (configuration not stated),-14,-2,1,-11,3,-10,-8,-1,-0.8
CCOc1ccc2nc(NCCCNS(=O)(=O)c3ccccc3)c(C#N)cc2c1,-13,61*,80*,8,7,8,-12,-1,0.5
O=C(Cc1ccc(Br)cc1)N1CCCCCC1,-12,3,0,-13,-1,8,-9,6,-0.5
Cc1noc(C(=O)Nc2cccc(O)c2)c1Cl,-5,-1,-1,-15,21,-4,-10,-2,0.6
Cc1nc2ccccc2nc1N/N=C/c1ccc(O)cc1O,-14,-14,-8,-6,-5,-9,-13,-46,63
O=c1[nH]nc(CSCc2ccccc2Cl)[nH]1,-8,-1,1,-10,-8,63,-16,4,nt
O=C(NCCc1c[nH]c2ccccc12)Nc1ccccc1,-11,-2,-2,-5,-1,6,0,2,0.5
CCc1c(C)sc(NC(=O)CCc2ccc(OC)cc2)c1C(N)=O,-10,0,0,-2,1,-22,nt,-1,0.3
Cc1cc(C)nc(N2CCC(C(=O)Nc3ccc4c(c3)OCO4)CC2)n1,-23,2,-2,-3,-1,-3,-14,-1,-0.3
CCC(=O)Nc1sc2c(c1C(=O)N(C)C)CCCCC2,-8,6,-1,-7,8,0,nt,6,0.2
c1ccc(-c2nnc(CN3CCC4(CC3)OCCO4)o2)cc1,-13,-36,0,-2,5,2,6,-4,-1.5
CC1=C(C(=O)OC(C)C)C(c2cccs2)NC(=O)N1 (configuration not stated),4,-1,-1,-3,11,-4,-4,-1,0.5
COc1cc(C(=O)Nc2nnc(CC(C)C)s2)c([N+](=O)[O-])cc1OC,2,3,3,13,-7,14,-89,-1,-0.5
CNC(=O)c1[nH]cnc1C(=O)Nc1ccccn1,-6,-6,3,-12,25,-11,-12,-3,18
Nc1nc(-c2ccccc2)c(N=Nc2ccccc2Cl)s1,-7,-5,-11,1,7,8,8,-5,1.2
COc1ccc(C(=O)C2CCCN(C(=O)c3cccs3)C2)cc1F (configuration not stated),-1,1,0,2,20,-4,-3,-2,0.0

# Part of the list above with just Runt-SMMHC FRET and 14-3-3 Bad inh.
SMILES	Runt-SMMHC FRET	14-3-3 Bad inh
c1ccc(-c2nnc(CN3CCC4(CC3)OCCO4)o2)cc1	-36	2
CC1=C(C(=O)OC(C)C)C(c2cccs2)NC(=O)N1 (configuration not stated)	-1	-4
COc1cc(C(=O)Nc2nnc(CC(C)C)s2)c([N+](=O)[O-])cc1OC	3	14
CNC(=O)c1[nH]cnc1C(=O)Nc1ccccn1	-6	-11

# Record cards, from the list above. Order of values: NCF1 inh	Runt-SMMHC FRET	Runt-CBFb FRET	EBV gp42 inh	Hck Nef HTS	14-3-3 Bad inh	MDM2 E3 inh	Tb hexokinase	L929 necroptosis
# Entry for Cc1ccc(N2C(=O)Nc3cc(Cl)c(Cl)cc3N2O)cc1Cl → -1	0	1	-3	14	-4	-10	4	1.2
# Entry for O=C(Nc1cccc(Br)c1)c1ccccc1-c1ccccc1 → -11	1	0	-22	-2	2[fluorescence artefact?]	-9	5	0.1
# Entry for Cc1ccc(N2CCN(C(=O)N3CCOCC3)CC2)cc1C → 1	nt	nt	3	21	-1	-22	7	1.0
# Entry for Cc1cc(C)n(CC(O)COc2c(C)cccc2C)n1 (configuration not stated) → -7	1	2	6	-23	4	-9	6	-0.7
